PTHR1 agonist = PTHR1 (human) receptor agonism; AID 743266; Q03431; HEK293 GP2 PTHR1 cells, GloSensor cAMP luminescence, 1 h; 0.075% of 410,000 active; Potency, µM (top dose mostly 115 µM), inactives show at the top dose activation, hits mostly activators; further: potency means the concentration at half of the fitted maximal effect; nearly all actives have a fitted effect of over 55% in size; some results filed as inactive show a strong effect at the top dose; inactives centre near -15; many of its hits are not listed in these tables
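HEK-293-derived GP2 cells expressing PTHR1 and a GloSensor cAMP reporter, 3,000/well, plated overnight, given luciferin plus IBMX (each 0.5 mM as added) for 1 h at 37 °C, then compound for 1 h at 37 °C. Luminescence was read after 15 min at room temperature.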
pAkt inh = blocks phosphorylation of Akt; Neuro2A IGF-stimulated pAkt S473 HTRF, 20 min; hits give low values; activity change, % for hits at 50 µM; 0.32% of 360,000 active; AID 651550; in the data active means activity change below about -80%; inconclusive means mostly about -51% to -80%; further: on the % scale 0 is the no-effect control and ±100 the full control effect
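Neuro2A cells (4,500/well, DMEM with 0.5% FBS) were treated with compound at a single 50 µM final concentration, stimulated with 6 nM IGF for 20 min at 37 °C, and lysed. Phospho-Akt Ser473 was read by HTRF as 665/615 ratio ×10^4.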
EPAC2 agonist = activates human EPAC2 exchange factor; Q8WZA2; EPAC2 activation, biochemical qHTS; response scale: 100% = 6.5 mM cAMP response; Potency, µM (top dose mostly 154 µM), inactives show at the top dose activation, usual class: activators; 0.079% of 360,000 active; AID 720711; further: potency means the concentration at half of the fitted maximal effect; nearly all actives have a fitted effect of over 50% in size
Target sequence (Q8WZA2 whole entry, looked up): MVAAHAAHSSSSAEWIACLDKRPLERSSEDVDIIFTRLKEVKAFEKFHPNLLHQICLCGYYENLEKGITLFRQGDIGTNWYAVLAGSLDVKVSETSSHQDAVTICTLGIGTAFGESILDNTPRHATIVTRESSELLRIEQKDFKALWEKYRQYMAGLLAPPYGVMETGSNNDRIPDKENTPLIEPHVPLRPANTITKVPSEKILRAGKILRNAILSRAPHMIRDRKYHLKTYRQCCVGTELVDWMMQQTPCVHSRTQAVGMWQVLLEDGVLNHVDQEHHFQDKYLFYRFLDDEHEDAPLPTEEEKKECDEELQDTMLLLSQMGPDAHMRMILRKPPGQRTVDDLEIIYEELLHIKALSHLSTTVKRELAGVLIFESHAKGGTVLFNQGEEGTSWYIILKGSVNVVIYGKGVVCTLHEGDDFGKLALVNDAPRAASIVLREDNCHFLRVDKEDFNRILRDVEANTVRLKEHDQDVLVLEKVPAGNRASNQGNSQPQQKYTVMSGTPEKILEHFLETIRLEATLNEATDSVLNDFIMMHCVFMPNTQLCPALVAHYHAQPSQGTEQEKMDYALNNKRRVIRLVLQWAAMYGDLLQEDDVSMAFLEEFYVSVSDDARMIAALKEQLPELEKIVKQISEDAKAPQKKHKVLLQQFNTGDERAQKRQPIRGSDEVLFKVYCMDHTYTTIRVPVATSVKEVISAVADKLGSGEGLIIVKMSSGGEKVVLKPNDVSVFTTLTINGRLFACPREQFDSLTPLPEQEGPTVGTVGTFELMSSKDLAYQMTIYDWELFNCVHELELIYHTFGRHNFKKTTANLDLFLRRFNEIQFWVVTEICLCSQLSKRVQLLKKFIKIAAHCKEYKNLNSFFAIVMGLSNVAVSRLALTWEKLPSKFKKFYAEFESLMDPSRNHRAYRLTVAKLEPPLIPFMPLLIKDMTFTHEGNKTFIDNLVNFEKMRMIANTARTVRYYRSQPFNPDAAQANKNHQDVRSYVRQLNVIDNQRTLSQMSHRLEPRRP
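Nucleotide exchange monitored as fluorescence drop when BODIPY-GDP leaves Rap1B. Reaction: 100 nM EPAC2, 250 nM RAP1B-BODIPY-GDP, 50 uM GDP, room temperature, kinetic read over 30 min. Activity expressed relative to 6.5 mM cAMP.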
CCT chaperon mod = changes cytosolic chaperonin activity. purified chaperonin ATPase assay, HTRF ADP detection, 30 min. activity change, % (no concentration beside the values), hits read low. 0.3% of 360,000 active; in the data active means activity change below about -30%; further: on the % scale 0 is the no-effect control and ±100 the full control effect
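We incubate TRiC, 40 or 20 nM final, with library compounds at 76 uM and 10 uM ATP for 30 min at 37 °C. ADP formed is detected with Transcreener HTRF reagents after 30 min at room temperature.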
D3 ag = agonists of human D3 dopamine receptor; max activation, %; D3R DiscoveRx beta-arrestin cells, luminescence, 90 min; 0.58% of 410,000 active; AID 652048; P35462; in the data active means max activation above about 30%; further: 0% is about no effect; mostly tested at two doses, the higher about 12 µM
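Agonist-mode cell screen: cells plated at 1500/well and incubated overnight at 37 °C, then exposed to library compounds for 90 min at 37 °C. Detection reagent was added for 30–60 min at room temperature, and luminescence was read.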
EPAC2 antag = EPAC2 (human) antagonism | Potency, µM (doses to about 114 µM), for the others: top-dose activity, negative = inhibition, most hits filed as inhibitors | 0.18% of 360,000 active | EPAC2 GEF exchange of Rap1B-BODIPY-GDP, fluorescence; further: potency means the concentration at half of the fitted maximal effect; on the % scale 0 is the no-effect control and ±100 the full control effect; nearly all actives have a fitted effect of over 45% in size; many of its hits are not listed in these tables
MmCpn inh = inhibitors of Methanococcus maripaludis chaperonin (MmCpn) | purified Mm-Cpn ATPase, ADP Transcreener TR-FRET | Potency, µM (top dose mostly 76.9 µM), without a hit: at the highest dose activity, negative = inhibition, hits mostly inhibitors | 0.031% of 330,000 active | AID 504842; further: potency means the concentration at half of the fitted maximal effect; on the % scale 0 is the no-effect control and ±100 the full control effect; nearly all actives have a fitted effect of over 80% in size
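Eu-cryptate anti-ADP/ADP-d2 competition gives a ratio inversely related to ADP. Enzyme at 25 nM was pre-exposed to compound for 10 min, then given 10 uM ATP for 30 min, 37°C throughout.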
D3 antag = D3 dopamine receptor (human) antagonism; 2.5% of 360,000 active; P35462; max response, negative = inhibition, %; D3R cells, DiscoveRx beta-arrestin luminescence, antagonist mode; hits give low values; AID 652054; in the data active means max response below about -50%; inconclusive means no clear call, values can overlap the other calls; further: on the % scale 0 is the no-effect control and ±100 the full control effect; mostly tested at two doses, the higher about 12 µM
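Cells plated overnight at 1500 cells/well, then exposed to library compounds with dopamine controls for 90 minutes at 37 degrees C. DiscoveRx reagent added for 30–60 minutes at room temperature; luminescence read, quantitative HTS format.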
The depositor's hits bear a star; i = inactive; ? = inconclusive; · = not tested or not shown; [ ] = remark or other dose. Unless noted, the call rests on the fitted dose curve; in most records, active means well fitted curve in the direction sought with a large enough effect; inconclusive means small, poorly fitted or top-dose-only effect, or another doubt; inactive means no such curve, though single readings can be large; an effect the other way counts as inactive or inconclusive. The list is partial; the hit share may differ from the screen's.

The line under a structure holds: PTHR1 agonist	pAkt inh	EPAC2 agonist	CCT chaperon mod	D3 ag	EPAC2 antag	MmCpn inh	D3 antag
O=C(Nc1ccc2oc(-c3ccncc3)nc2c1)c1ccccc1F
    -20.3%	i	3.3%	-1.4	0.7	7.4%	?	-3.4
CCOC(=O)c1c(/N=C/N(C)C)sc(/C=N/Nc2ccccc2)c1-c1ccc(Cl)cc1
    -0.1%	i	8.4%	0.0	-1.7	-4.9%	-8.9%	-9.3
CCOC(=O)c1cnc2c(ccc3ccccc32)c1Cl
    -4.4%	i	0.1%	-4.9	-1.7	0.7%	?	6.9
COc1ccc(CC(=O)OCc2nnc(-c3ccccc3)o2)cc1
    i	i	5.4%	1.0	-5.4	-11.3%	0.1%	4.0
COc1cc2cc(C(=O)N/N=C/c3ccccc3Cl)[nH]c2cc1OC
    -10.1%	i	7.2%	-0.2	3.8	1.6%	3.1%	14.6
CC(C)CCN(C(=O)CCCSc1nc2ccccc2[nH]1)c1c(N)n(Cc2ccccc2)c(=O)[nH]c1=O
    -35.4%	i	-15.5%	1.1	-1.2	-8.9%	0.6%	7.6
CCOC(=O)c1c(C)oc(/N=C/c2ccccc2O)c1C#N
    -2.1%[57.5 µM]	i	3.5%	0.2	8.2	0.7%	-1.5%	-19.0
CCN(CC)S(=O)(=O)c1ccc(NC(=O)COC(=O)CNS(=O)(=O)/C=C/c2ccccc2)cc1
    i	i	11.4%	-1.6	1.6	-5.6%	-2.5%	-9.3
CCOC(=O)N1CCC(c2cc(=O)n3[nH]c(C)c(-c4ccc(F)cc4)c3n2)CC1
    -18.4%	i	1.3%	-2.7	-6.3	1.0%	-0.7%	-4.9
Cc1ccc(-c2nn(-c3ccccn3)c(=O)c3ccccc23)cc1C
    i	i	-1.8%	0.4	1.1	-18.6%	-2.3%	11.8
O=C(Nc1ccccc1)OC1CCS(=O)(=O)C1 (centres undefined)
    i	i	-2.9%	0.3	-6.8	13.6%	-3.3%	-3.4
CCOc1cc(/C=N/Nc2nc(-c3cccs3)c(NC(C)=O)s2)ccc1O
    -7.2%	i	18.7%	2.4	1.0	2.5%	-0.7%	-1.3
CC1CN(C(=S)Nc2cccc(Cl)c2Cl)CC(C)O1 (centres undefined)
    i	i	6.0%	-1.9	2.7	-9.6%	-0.3%	16.0
CCCc1cc(=O)[nH]c(SCC(=O)Nc2ccc(C)cc2)n1
    ?	i	4.0%	0.7	-4.5	13.2%	1.6%	-18.6
COc1ccc(CCNC(=O)CN(C)S(=O)(=O)c2ccc(Br)s2)cc1OC
    -27.1%	i	6.4%	-0.6	5.4	-3.8%	1.2%	-20.4
CCS(=O)(=O)c1cc([N+](=O)[O-])c(Sc2ccccc2NC(C)=O)s1
    -26.1%	i	4.8%	1.8	-8.8	-1.3%	-0.5%	?
COc1ccc(S(=O)(=O)N2CCCCCC2)cc1NC(=O)c1ccccc1
    -18.0%	i	3.4%	1.5	-8.7	18.3%	1.2%	-22.0
COc1cc(/C=N/NC(=O)c2nc(C)cc(C)n2)ccc1O
    -1.3%[57.5 µM]	i	12.4%	-2.1	-2.0	6.5%	0.2%	-12.2
O=C(CNS(=O)(=O)c1ccccc1)NCC(=O)OCc1ccc(Cl)cc1
    -22.3%	i	9.9%	-1.1	0.2	-7.7%	1.3%	1.8
O=C(O)c1ccc(CNc2ccccc2C(=O)O)cc1
    -23.3%	i	-12.3%	-0.3	-2.6	10.3%	-2.0%	?
CC(=O)NC(=S)Nc1cccc2c(C)cc(C)nc12
    28.8%	i	7.7%	-0.5	-1.5	-1.3%	3.0%	-11.7
CC(C)[C@H](NC(=O)c1ccc(Cl)cc1)C(=O)OCC(=O)N1CCN(c2ccccc2)CC1
    -47.2%[inhibitor]	i	6.5%	-1.8	-0.1	-8.7%	-11.8%	0.2
Cc1nc(SCC(=O)Nc2ccc(Cl)cc2[N+](=O)[O-])nc(C)c1C
    -0.5%	i	19.7%	-2.1	7.1	-5.4%	2.0%	0.0
CN(C(=O)CSc1nnc(COc2ccccc2F)n1N)C1CCS(=O)(=O)C1 (centres undefined)
    i	i	6.7%	1.1	-8.2	-0.2%	1.3%	-13.9
Cc1ccc(NC=C(S(=O)(=O)c2ccccc2)S(=O)(=O)c2ccccc2)cc1
    -22.2%	i	2.1%	1.9	-1.0	2.0%	2.1%	4.7
Cc1ccccc1CCN(C(=O)Cn1nnc2ccccc21)C(C(=O)NCC1CCCO1)c1nc2ccccc2n1C (centres undefined)
    i	i	-9.2%	-0.8	1.3	2.4%	1.7%	-15.9
CC(C)c1ccc(S(=O)(=O)N2CCN(C(=O)Cc3ccsc3)CC2)cc1
    i	i	17.8%	1.5	-22.2	16.4%	-0.5%	-23.9
COc1ccccc1NC(=S)NC(=O)c1ccc(-c2ccc(Cl)cc2)o1
    -10.4%[57.5 µM]	i	2.5%	0.9	1.4	5.8%	1.7%	8.1
CCc1ccc(/C=C2\SC(=S)N(CCCC(=O)Nc3nccs3)C2=O)cc1
    -26.5%	i	2.7%	1.5	-4.0	10.3%	1.7%	12.2
CCN(CC(=O)N1CCN(c2ccccc2)CC1)S(=O)(=O)c1ccc(C)cc1
    -22.3%	i	-16.1%	-0.7	0.4	-1.3%	2.1%	1.8
CNC(=O)CSc1nnc(-c2ccccn2)n1Cc1ccco1
    -7.0%	i	6.5%	-4.2	-4.4	6.6%	0.6%	-13.0
C=CCn1c(C)c(C(=O)OCC)c2cc(O)c3ccccc3c21
    -10.5%	i	11.7%	-0.1	4.5	9.5%	-8.7%	4.5
CC(=O)Nc1cccc(-n2nnc(SCC(=O)N(C)c3ccccc3)n2)c1
    -21.7%	i	6.0%	1.2	-0.9	2.7%	1.1%	-7.8
O=C(Nc1cccc(Cl)c1)Nc1ccc2c(c1)OCO2
    -6.8%[57.5 µM]	i	-0.3%	0.0	2.2	-2.4%	-0.1%	10.4
N/C(=N\OS(=O)(=O)c1cc(Cl)ccc1Cl)c1ccncc1
    -13.2%	·	-0.2%	0.0	0.2	4.7%	-0.1%	9.5
C[C@@H]1CN([C@H](C)CO)C(=O)c2c(c3ccccc3n2C)-c2ccccc2CO[C@H]1CN(C)C(=O)NC1CCCCC1
    -6.9%	i	8.5%	-5.2	-7.3	-8.6%	·	-3.5
CCc1ccc(NC(=O)COC(=O)/C=C/c2c(C)nn(C3CCS(=O)(=O)C3)c2Cl)cc1 (centres undefined)
    ?	i	10.7%	1.1	4.0	6.5%	-3.1%	3.8
O=C(/C=C/c1cc([N+](=O)[O-])ccc1OC(F)F)NCc1ccc(Cl)cc1
    i	i	17.5%	-0.1	-17.1	-0.6%	-0.8%	-23.0
CCOc1ccccc1N1CCN(CC(O)COC2CCCc3ccccc32)CC1 (centres undefined)
    i	i	23.6%	-3.7	-22.2	2.6%	-2.9%	-88.8*
O=c1[nH]c(=O)n(Cc2ccccc2)c2nc(-c3ccco3)cc(C(F)(F)F)c12
    -15.0%[57.5 µM]	-109.9%*	4.5%	-6.1	-6.1	-0.3%	1.0%	-13.6

A stretch taken from the entries so far, as a working copy:
The line under a structure holds: PTHR1 agonist	pAkt inh	EPAC2 agonist	CCT chaperon mod	D3 ag	EPAC2 antag	MmCpn inh	D3 antag
CCOc1ccccc1N1CCN(CC(O)COC2CCCc3ccccc32)CC1 (centres undefined)
    i	i	23.6%	-3.7	-22.2	2.6%	-2.9%	-88.8*
O=c1[nH]c(=O)n(Cc2ccccc2)c2nc(-c3ccco3)cc(C(F)(F)F)c12
    -15.0%[57.5 µM]	-109.9%*	4.5%	-6.1	-6.1	-0.3%	1.0%	-13.6

Following part
The line under a structure holds: PTHR1 agonist	pAkt inh	EPAC2 agonist	CCT chaperon mod	D3 ag	EPAC2 antag	MmCpn inh	D3 antag
Cc1ccc(C(C)C)c(OCc2n[nH]c(=S)o2)c1
    -8.0%	i	0.9%	-5.9	-5.1	-27.3%	-3.1%	-0.1
COc1ccc(NC(=O)Nc2nnc([C@@H]3C[C@H](O)[C@@H](CO)O3)s2)cc1
    -24.2%	i	2.9%	-2.4	3.8	9.5%	·	3.7
COc1ccccc1C(=O)N/C(=C/c1ccc(Br)cc1)C(=O)NCCO
    -22.8%	i	0.3%	-2.3	-6.0	-1.7%	0.5%	-20.5
O=C(Cn1cc(C(=O)C2CC2)c2ccccc21)NCC1CCCO1 (centres undefined)
    -8.1%[57.5 µM]	i	-1.0%	0.8	-4.8	1.3%	-10.8%	4.2
CCOC(=O)C(C)n1cnc2c(nnn2-c2cccc(Cl)c2)c1=O (centres undefined)
    -8.2%	i	8.8%	1.5	-2.1	-2.3%	-0.6%	-18.5
CCC(C)NC(=O)/C=C/c1cccs1 (centres undefined)
    i	i	19.7%	-5.0	2.6	1.1%	2.3%	-11.7
O=C(CCN1CCc2ccccc21)c1ccc2c(c1)OCCO2
    -10.7%[57.5 µM]	i	4.0%	-2.5	5.3	0.1%	-5.9%	?
CCCOc1ccc(C(=O)CCC(=O)NNC(=O)c2ccncc2)cc1
    -5.7%	i	0.3%	-1.6	2.4	3.1%	1.3%	7.9
C=CCNC(=O)CCCOc1cc(C)ccc1C
    -4.4%[57.5 µM]	·	7.3%	-0.4	1.5	6.3%	-0.6%	15.0
COCCNC(=S)N(CCc1c(C)[nH]c2ccc(OC)cc12)Cc1ccco1
    -10.6%	i	8.4%	-0.6	10.3	-7.5%	-23.9%	9.9
COC(=O)C(Cc1ccccc1)NC(=O)CNC(=O)c1ccccc1OC (centres undefined)
    i	i	7.6%	-0.9	-4.9	-7.0%	1.7%	1.4
O=S(=O)(Nc1ccc(-n2cnnn2)cc1)c1ccc(Cl)cc1
    -26.1%	i	4.5%	0.3	-0.7	9.9%	0.3%	-4.6
Fc1ccccc1COc1ccc(Br)cc1CNCC1CCCO1 (centres undefined)
    -50.8%[inhibitor]	i	7.7%	-2.6	-10.9	5.8%	1.7%	-14.6
c1cnn(-c2cncc(-n3cccn3)n2)c1
    -7.4%	i	2.9%	-2.5	11.3	-4.7%	0.1%	6.4
CN1C/C(=C/c2cccs2)C(=O)/C(=C\c2cccs2)C1
    -13.9%	i	12.9%	1.5	29.2	2.6%	-2.8%	4.1
NC(=O)COC(=O)c1ccc(Cl)c(S(=O)(=O)N2CCN(c3ccc(F)cc3)CC2)c1
    -30.1%[inhibitor]	i	-1.2%	0.6	-1.2	-16.3%	-0.7%	1.3
O=C(Nc1cccc(Cl)c1)Nc1cccc(Cl)c1
    -26.2%[57.5 µM]	i	24.3%	0.6	-3.5	-6.9%	1.1%	20.1
